Screens deposited in PubChem by The Scripps Research Institute Molecular Screening Center.
OXTR potentiate: potentiators of human oxytocin receptor; P30559; activation, % at 3 µM; CHO-OTR cells, Fluo-8 calcium fluorescence, potentiator mode; 0% = oxytocin EC15, 100% = EC100; hit rate 0.061% among 320,000;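 active = activation above that plate's cutoff, the mean activation of tested compounds plus 3 SD, cut at about 6.6% in these data, passing the limit was not always enough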;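 also: 100% uses oxytocin at 75 nM as the full agonist control; some results filed as inactive read as strong as hits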
Target sequence (P30559 whole entry, looked up): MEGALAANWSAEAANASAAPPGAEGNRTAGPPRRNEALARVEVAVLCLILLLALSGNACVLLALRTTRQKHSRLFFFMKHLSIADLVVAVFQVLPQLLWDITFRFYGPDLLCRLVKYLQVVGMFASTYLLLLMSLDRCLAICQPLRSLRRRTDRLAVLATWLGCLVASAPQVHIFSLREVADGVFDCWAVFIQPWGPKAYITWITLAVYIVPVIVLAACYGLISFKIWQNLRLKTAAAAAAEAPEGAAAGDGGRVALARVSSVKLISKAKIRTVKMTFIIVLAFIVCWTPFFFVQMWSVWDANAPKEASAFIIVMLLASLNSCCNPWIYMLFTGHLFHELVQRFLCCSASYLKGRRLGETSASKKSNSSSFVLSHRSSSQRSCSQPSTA
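System: human OTR in CHO cells / Also added: sub-maximal oxytocin, roughly EC15 / Control set: EC15 oxytocin low, 75 nM oxytocin high / Schedule: 6 min compound pre-incubation at room temperature, 100 s kinetic read / Compound: single-point 3.0 µM / Replication: singlicate / Technique: Fluo-8 calcium dye fluorescence / Read-out basis: % activation of max/min ratio relative to oxytocin controls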
CHO-K1 Ca antag: nonselective inhibitor or artifact in parental CHO-K1 cells | ATP-induced calcium, Fluo-8 fluorescence | hit rate 0.6% among 360,000 | inhibition, % at 3 µM;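 active = inhibition above a per-plate cutoff, the plate's mean sample inhibition plus 3 SD, cut at about 24% in these data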;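 also: 0% = DMSO plus EC80 ATP and 100% = DMSO alone without ATP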
CHO-K1 Ca ag: counter-screen for M1 agonists: effect in parental CHO-K1 cells | Fluo-8 calcium fluorescence; scaled to maximal ATP response, vehicle zero | activation, % at 3 µM | hit rate 0.48% among 360,000 | AID 602248; in the data active = activation above about 15%;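 also: untransfected CHO-K1 host cells lacking M1 receptor as counterscreen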
CHRM1 antagonist: human CHRM1 antagonism; CHO-K1 hM1, Fluo-8 calcium fluorescence, ACh EC80 antagonist; hit rate 1.3% among 360,000; inhibition, % at 3 µM;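 active = percent inhibition above its own plate's cutoff, namely the mean of that plate's compound wells plus 3 SD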;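 also: peak over basal fluorescence ratio during 140 s after agonist addition; 0% = ACh EC80 plus DMSO and 100% = DMSO alone without agonist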
CHRM1 agonist: activates human CHRM1 receptor. activation, % at 3 µM. CHO-K1 hM1, Fluo-8 calcium fluorescence, agonist mode; 0% DMSO, 100% acetylcholine EC100. hit rate 0.33% among 360,000;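 active = activation above the run's mean compound activation plus 3 SD, cut at about 16% in these data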;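 also: peak over basal fluorescence ratio within a 140 s kinetic read after compound addition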
CHO parental Ca: counter-screen for OX1R antagonists: effect in parental CHO cells | hit rate 0.63% among 330,000 | inhibition, % at 5.6 µM | parental CHO-K1, ATP-induced calcium, Fluo-8 fluorescence;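 active = inhibition above that plate's mean sample inhibition plus 3 SD, cut at about 26% in these data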;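 also: 0% = ATP-challenged DMSO wells and 100% = DMSO wells without ATP; some compounds past the cut are filed as inactive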
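Test system: untransfected parental CHO cell line; also added: ATP stimulus; dosing: 5.6 µM, single dose; signal: calcium-sensitive Fluo-8 fluorescence; measure: percent inhibition of ATP-evoked calcium rise, normalized to controls; benchmarks: low control ATP plus DMSO, high control DMSO only; replication: one well per compound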
CHRM4 antagonist: blocks acetylcholine activation of human M4 receptor; CHO-hM4 cells, ACh EC80, Fluo-8 calcium fluorescence; inhibition, % at 3 µM; P08173; hit rate 0.73% among 360,000;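 active = inhibition above its plate's cutoff, the mean inhibition of sample wells plus 3 SD, cut at about 27% in these data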;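 also: 0% = acetylcholine EC80 with DMSO and 100% = DMSO without agonist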
Target sequence (P08173 whole entry, looked up): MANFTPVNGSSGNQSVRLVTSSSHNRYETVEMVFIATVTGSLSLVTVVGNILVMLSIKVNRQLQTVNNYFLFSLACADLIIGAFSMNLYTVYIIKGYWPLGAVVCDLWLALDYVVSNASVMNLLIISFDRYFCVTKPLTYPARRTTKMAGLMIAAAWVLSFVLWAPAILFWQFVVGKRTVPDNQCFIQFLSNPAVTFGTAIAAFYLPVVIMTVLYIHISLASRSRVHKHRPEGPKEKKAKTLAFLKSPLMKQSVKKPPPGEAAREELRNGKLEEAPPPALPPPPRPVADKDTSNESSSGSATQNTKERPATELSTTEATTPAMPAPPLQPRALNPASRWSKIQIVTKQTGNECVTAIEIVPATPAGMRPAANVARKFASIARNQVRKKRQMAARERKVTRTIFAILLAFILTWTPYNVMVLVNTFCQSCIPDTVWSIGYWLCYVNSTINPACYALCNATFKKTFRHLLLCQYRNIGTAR
CHRM4 agonist: agonists of human muscarinic M4 receptor (CHRM4). AID 624127. hit rate 0.14% among 360,000. activation, % at 3 µM. CHO-K1 hM4/Gqi5, Fluo-8 calcium fluorescence; vehicle 0%, full acetylcholine response 100%. P08173;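 active = activation above the run mean over all test wells plus 3 SD, cut at about 32% in these data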;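 also: peak over basal fluorescence ratio per well then scaled between controls; 0% = DMSO wells and 100% = acetylcholine at EC100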
M1 PAM: positive allosteric modulators of human M1 muscarinic receptor; P11229; CHO-K1 hM1, Fluo-8 calcium fluorescence, ACh EC20; 0% = ACh EC20, 100% = maximal ACh; activation, % at 3 µM; hit rate 0.088% among 360,000; in the data active = activation above about 19%, passing the limit was not always enough
The depositor's hits bear a star; . = no result given.

Second line of a record: CHRM4 agonist	CHO-K1 Ca ag	CHRM4 antagonist	CHO parental Ca	CHRM1 agonist	OXTR potentiate	CHRM1 antagonist	M1 PAM	CHO-K1 Ca antag
(1) O=C(CO/N=C/c1ccccc1O)NNC(=O)c1ccccc1Cl
 : 1.9	0.3	-7.9	2.6	-0.5	-6.6	16.8	-4.3	-10.6
(2) CC(=O)Nc1sc(C)c(C)c1C(=O)OCC(=O)Nc1ccc(S(N)(=O)=O)cc1
 : -0.4	0.5	8.6	-7.6	-1.3	0.9	0.7	-2.4	-9.8
(3) Cc1ccc(OCc2nnc(SC(C)C(=O)O)n2Cc2ccccc2)cc1 (stereo not given)
 : 0.1	-0.6	2.3	-4.2	-8.1	-16.1	-9.5	13.7	-3.6
(4) O=C1c2ccccc2C(=O)N1CCCc1c[nH]c2ccc(Cl)cc12
 : 0.5	0.3	-1.5	-20.1	-2.8	-0.6	2.5	5.9	-3.8
(5) Cc1ccc(C(=O)CCC(=O)Nc2ncccc2O)cc1
 : 1.4	-0.3	-10.2	6.4	3.5	3.5	3.0	10.6	0.1
(6) Cc1ccc2c(c1)[nH]c1c(=O)n(Cc3ccccn3)cnc12
 : 0.0	0.1	4.0	-7.7	-0.8	-1.1	-55.5	10.4	6.4
(7) O=C(C[n+]1ccc(Cc2ccccc2)cc1)Nc1ccc([N+](=O)[O-])cc1Cl
 : 0.9	0.2	27.2*	2.5	-5.7	-2.8	86.2*	-22.2	-21.0
(8) O=C(O)c1ccc(NC(=O)c2ccc3c(c2)C(=O)N(c2ccccc2)C3=O)cc1
 : 1.4	1.6	4.3	-0.1	-1.9	-8.5	-12.5	5.1	-18.6
(9) Cc1nnc(SCc2cccc([N+](=O)[O-])c2)[nH]c1=O
 : 1.3	-0.1	-0.1	-7.5	-5.3	-3.5	5.6	0.2	-3.5
(10) O=C(Nc1cccc(-c2cscn2)c1)C1CCN(Cc2ccc(CO)o2)CC1
 : 3.7	2.2	4.4	-11.0	-3.9	-3.9	-4.7	3.5	-7.9
(11) O=C(Cn1nnc(-c2cccs2)n1)NCc1ccccc1
 : 0.9	-0.1	-3.3	-3.0	-3.9	-1.1	-9.6	8.6	2.4
(12) O=C(CN1C(=O)C2C3C=CC(C3)C2C1=O)NCCc1ccccc1Cl (stereo not given)
 : 0.5	-0.1	7.2	-0.9	-5.0	-19.1	-1.0	3.0	9.0
(13) Cc1cc(-c2ccc(C(C)C)c(S(=O)(=O)NCCN3CCC(C)CC3)c2)on1
 : 0.5	-1.3	2.6	-22.0	-6.2	-7.0	-0.7	-0.8	-11.5
(14) O=c1c(-c2n[nH]c(=S)o2)cccn1Cc1ccccc1
 : 0.8	-0.6	-9.8	-5.5	-7.1	-2.9	-12.4	3.0	7.5
(15) Cc1cc(C)cc(CSCC(=O)N/N=C/c2ccc(OCC(=O)NCc3ccco3)cc2)c1
 : 3.1	2.1	-19.5	-19.6	-7.6	-6.4	-3.7	-0.5	-15.5
(16) COc1ccc(S(=O)(=O)N2CCN(C(=S)NC3CCCCC3)CC2)cc1
 : 0.8	0.5	1.9	-17.3	-7.5	-1.0	0.5	5.3	-0.7
(17) CCOCC(=O)Nc1c(C(=O)N2CCN(c3ncccn3)CC2)oc2ccccc12
 : 8.6	4.9	-8.3	-2.0	-1.0	-9.7	16.2	-8.4	-11.5
(18) O=C1CN(C(=O)CNC(=O)c2ccccc2Cl)c2ccccc2N1
 : 0.8	0.3	3.9	-14.2	-5.2	0.0	-4.1	5.9	-14.6
(19) OC(c1ccccc1)c1ncc(-c2ccc(Oc3ccccc3)cc2)[nH]1 (stereo not given)
 : 3.8	0.4	-10.5	.	1.4	.	-5.5	2.5	9.6
(20) COc1cc(C2C3C(=O)N(c4ccc(F)cc4)C(=O)C3ON2c2ccccc2)ccc1O (stereo not given)
 : 6.9	2.6	-11.1	-9.6	-1.2	-9.0	8.4	-2.5	6.2
(21) Fc1ccccc1/C=N/NC(=S)Nc1ccc(Cl)cc1Cl
 : -0.1	-0.1	11.4	-1.8	-4.9	3.0	-1.7	2.6	2.6
(22) CC(C)c1ccccc1OCC(=O)N1CCCCCCC1
 : -1.3	0.0	-8.8	-6.4	-5.0	3.5	-14.4	8.3	-1.2
(23) COc1ccc(CCn2c(C)cc3c(c2=O)C(c2ccc4c(c2)OCO4)C(C#N)=C(N)O3)cc1OC (stereo not given)
 : 6.9	2.4	0.4	-8.0	-1.3	-17.7	19.4	-5.3	1.2
(24) CCN(CC)C(=O)[C@H]1C[C@H](CC(=O)NCCCN(C)C)C(=O)N2CCc3c([nH]c4cc(CCC(=O)N(C)C)ccc34)[C@]12C
 : 0.0	-0.2	9.9	-3.0	-6.0	.	-4.0	3.1	-7.8
(25) COc1ccc(C(CNC(=O)c2ccc(-c3nc4ccccc4s3)o2)N2CCCC2)cc1 (stereo not given)
 : 4.0	1.7	11.7	-28.0	-6.5	4.5	6.2	-7.6	0.5
(26) COCCCNC(=O)c1ccc(Cn2c(=O)c3ccccc3n(Cc3ccccc3C)c2=O)cc1
 : -0.5	0.3	5.0	-25.6	-0.5	-11.2	-9.4	12.0	-18.2
(27) Cc1c(NC(=O)C2CCCN2S(=O)(=O)c2ccccc2)c(=O)n(-c2ccccc2)n1C (stereo not given)
 : 0.0	0.3	-1.2	-7.2	0.5	-8.8	-30.0	9.1	-7.7
(28) COc1ccc(C(=O)Nc2ccccc2C(=O)N/N=C/c2ccccc2OC)cc1
 : 8.9	2.2	-1.8	-12.9	-0.8	-12.6	1.4	1.5	-11.3
(29) Cc1cc(NC(=O)C(C)SCC(=O)Nc2nc3c(F)cc(F)cc3s2)no1 (stereo not given)
 : 3.5	2.4	1.4	-23.5	-4.4	-4.1	-9.4	5.8	-11.8
(30) Cc1ccc(NC(=O)/C(=C\c2ccc3c(c2)OCO3)NC(=O)c2ccco2)cc1
 : 0.6	0.4	1.9	-8.7	-4.3	-10.7	-4.5	7.8	-10.0

Single values from the entries so far.
Reading for no. 20 in CHRM4 agonist: 6.9
Reading for no. 25 in CHRM1 agonist: -6.5

Additional entries follow.
Second line of a record: CHRM4 agonist	CHO-K1 Ca ag	CHRM4 antagonist	CHO parental Ca	CHRM1 agonist	OXTR potentiate	CHRM1 antagonist	M1 PAM	CHO-K1 Ca antag
(31) Cc1ccc2c(c1)N(CC(=O)NCCCN1CCOCC1)C(=O)c1cccnc1O2
 : 1.6	0.3	-15.1	-13.5	-1.9	-16.8	-17.0	9.4	-5.9
(32) COC(=O)c1ccccc1C(=O)N1CCOCCOCCOCC1
 : 0.4	-0.2	-8.2	-13.8	-4.7	-0.9	-4.4	10.5	-6.6
(33) COc1cc(CNc2nc(C)c([N+](=O)[O-])c(C)c2C#N)cc(OC)c1
 : -1.1	0.4	15.9	-11.7	-2.7	-3.3	-1.6	2.7	-1.0
(34) O=C(O)CCC(=O)Nc1ccccc1Oc1ccccc1
 : 0.8	0.2	0.8	-12.8	-8.5	-25.7	-9.2	14.9	-5.5
(35) OC(COc1ccc(Br)cc1)CN1CCN(c2ccccc2)CC1 (stereo not given)
 : 2.8	1.8	7.1	-19.3	-6.7	-9.8	-11.2	-1.4	-5.8
(36) O=C(C1CC1)N1N=C(C2CCCCC2)CC1(O)C(F)(F)F (stereo not given)
 : 0.2	-0.2	-1.7	-8.3	-14.2	-5.3	-1.7	-2.8	-4.5
(37) Cn1c(=O)c2c(nc(Oc3cccc(O)c3)n2C)n(C)c1=O
 : 1.5	0.2	-0.8	-1.8	1.7	-8.8	-21.6	14.9	-0.8
(38) COc1ccc(-c2noc(CSc3nc4sc(C)c(C)c4c(=O)n3-c3ccccc3)n2)cc1
 : 0.2	0.5	-0.2	-0.9	-5.6	-8.8	-2.8	8.4	-1.6
(39) COc1cc2nc(CSc3ncn[nH]3)[nH]c(=O)c2cc1OC
 : 0.3	0.0	-1.7	-8.4	-5.4	-6.9	4.1	-3.6	-3.4
(40) Cc1cc(C)c(NC(=O)C2CCN(c3cnccn3)CC2)c(C)c1
 : 2.4	0.5	-1.3	-1.8	-2.7	-9.1	-9.0	4.3	11.7
(41) CC(=O)c1ccc(NC(=O)CSc2nc(N)c3cc4c(nc3n2)CCCC4)cc1
 : 6.0	2.4	-0.9	-35.6	-10.2	-12.0	9.3	-10.4	4.3
(42) NC(=O)c1ccc(-n2nnnc2Oc2ccccc2)cc1
 : 1.2	0.7	0.3	16.8	-3.6	-8.7	-7.9	6.6	-2.9
(43) C[C@@H](C(=O)NCc1c(F)cccc1Cl)N1C(=O)N2CCc3c([nH]c4ccccc34)[C@@]2(C)C1=O
 : 3.3	-0.1	-10.0	-6.7	-5.2	-5.1	-10.6	9.3	11.2
(44) COCC(=O)N(C)[C@H]1C[C@H]2c3cc(Oc4ccccc4C)ccc3CCN2C(=O)[C@H]1[C@H](C)O
 : 1.5	1.4	-11.7	.	0.9	.	-6.3	5.8	-15.7
(45) COC(=O)CCN(C(=O)c1ccc(OC(C)=O)cc1)c1ccccn1
 : 0.3	0.8	2.2	0.7	-4.3	-11.0	-4.0	4.2	-16.2
(46) O=C1[C@@H]2Cc3c([nH]c4ccccc34)C(c3ccccc3)N2C(=O)CN1C1CCN(Cc2ccccc2)CC1 (stereo not given in full)
 : 8.8	1.9	15.5	6.6	-11.2	-17.8	6.5	-13.1	-4.2
(47) COc1ccc(C(=O)NCCNC(=O)c2ccc(C)nc2)cc1
 : 1.9	6.3	-2.3	3.9	-0.9	1.9	-6.5	10.2	-12.1
(48) CC(=O)C[C@@H](O)CC(=O)[C@@H]1OC(=O)CCCCCCc2ccccc21
 : 4.5	0.8	-2.1	-2.0	-0.3	-7.9	-5.9	5.5	-22.7
(49) COc1cc([N+](=O)[O-])ccc1NC(=O)N1CCCCCC1
 : 0.1	0.2	3.4	-0.6	-3.6	5.4	-4.9	4.7	-6.7
(50) CN1CCC(N(C)C(=O)COc2ccccc2-c2ccccc2)CC1
 : 1.1	0.1	1.5	-22.0	-5.6	-1.0	-1.7	5.3	-6.9

Another view of some results above.
| entry | Structure | CHRM4 agonist | CHO-K1 Ca ag | CHRM4 antagonist | CHO parental Ca | CHRM1 agonist | OXTR potentiate | CHRM1 antagonist | M1 PAM | CHO-K1 Ca antag |
| --- | --- | --- | --- | --- | --- | --- | --- | --- | --- | --- |
| 37 | Cn1c(=O)c2c(nc(Oc3cccc(O)c3)n2C)n(C)c1=O | 1.5 | 0.2 | -0.8 | -1.8 | 1.7 | -8.8 | -21.6 | 14.9 | -0.8 |
| 40 | Cc1cc(C)c(NC(=O)C2CCN(c3cnccn3)CC2)c(C)c1 | 2.4 | 0.5 | -1.3 | -1.8 | -2.7 | -9.1 | -9.0 | 4.3 | 11.7 |
